GLP1R inv ag – GLP-1 receptor (human) inverse agonism | Potency, µM (titrated, usually from 38.3 µM), for inactives: top-dose activity change, negative = inhibition, actives largely listed as inhibitors | HEK293 GLP-1R CRE-luciferase, luminescence, 24 h; GLP-1R form is constitutively active | P43220 | 410,000 compounds, 1.6% hits; further: potency means the concentration at half of the fitted maximal effect; on the % scale 0 is the no-effect control and ±100 the full control effect; nearly all actives have a fitted effect of over 55% in size
Target sequence (P43220 whole entry, looked up): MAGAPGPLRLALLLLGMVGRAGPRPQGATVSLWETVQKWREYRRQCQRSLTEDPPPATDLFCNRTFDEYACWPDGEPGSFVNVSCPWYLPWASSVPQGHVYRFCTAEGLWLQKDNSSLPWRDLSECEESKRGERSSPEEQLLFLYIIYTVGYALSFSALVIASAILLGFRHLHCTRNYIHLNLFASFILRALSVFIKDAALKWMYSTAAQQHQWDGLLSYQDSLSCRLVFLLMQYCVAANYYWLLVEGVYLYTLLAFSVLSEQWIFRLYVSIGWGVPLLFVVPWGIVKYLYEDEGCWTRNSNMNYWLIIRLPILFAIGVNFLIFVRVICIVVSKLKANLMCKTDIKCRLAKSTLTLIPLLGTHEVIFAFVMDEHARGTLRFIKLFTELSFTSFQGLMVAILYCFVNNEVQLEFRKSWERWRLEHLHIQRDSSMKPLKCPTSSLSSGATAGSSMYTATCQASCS
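Inverse agonists were sought by their lowering of basal cAMP reporter luciferase output in HEK293 cells stably carrying constitutively active human GLP-1R, after 24 h compound treatment.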
TDP43 rescue – inhibitors of TDP-43 toxicity in yeast | TDP-43 expressing yeast growth rescue, BacTiter-Glo, 24 h | Potency, µM (top dose mostly 46.1 µM), for the others: at the top dose growth rescue (activation), usual class: activators | 410,000 compounds, 1.8% hits; further: potency means the concentration at half of the fitted maximal effect; % of control where 0% means no effect; nearly all actives have a fitted effect of over 50% in size
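Readout is BacTiter-Glo luminescence of cell growth, so inhibitors register as activators. TDP-43-expressing yeast at OD600=0.02 in galactose medium, after raffinose pregrowth to mid-log, were incubated with compound for 24 hr at 30 deg C.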
DRD3 antagonist – blocks the human D3 dopamine receptor; P35462; D3R cells, DiscoveRx beta-arrestin luminescence, antagonist mode; stronger effect = lower value; max response, negative = inhibition, %; 360,000 compounds, 2.5% hits; AID 652054; in the data active means max response below about -50%; inconclusive means no clear call, values can overlap the other calls; further: on the % scale 0 is the no-effect control and ±100 the full control effect; mostly tested at two doses, the higher about 12 µM
Target sequence (P35462 whole entry, looked up): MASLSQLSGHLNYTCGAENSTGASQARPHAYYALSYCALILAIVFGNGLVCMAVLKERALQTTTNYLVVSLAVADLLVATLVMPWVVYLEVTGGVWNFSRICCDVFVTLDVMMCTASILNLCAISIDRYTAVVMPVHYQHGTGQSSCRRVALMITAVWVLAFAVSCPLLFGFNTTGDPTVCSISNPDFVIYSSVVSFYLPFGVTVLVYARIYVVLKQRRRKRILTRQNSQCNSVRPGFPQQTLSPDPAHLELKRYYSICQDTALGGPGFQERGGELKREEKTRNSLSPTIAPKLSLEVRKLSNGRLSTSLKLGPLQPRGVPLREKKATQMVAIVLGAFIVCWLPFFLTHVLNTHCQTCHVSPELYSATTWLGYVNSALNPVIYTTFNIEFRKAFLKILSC
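Cells plated overnight at 1500 cells/well, then exposed to library compounds with dopamine controls for 90 minutes at 37 degrees C. DiscoveRx reagent added for 30–60 minutes at room temperature; luminescence read, quantitative HTS format.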
PTHR1 ag – PTHR1 (human) receptor agonism; Q03431; HEK293 GP2 PTHR1 cells, GloSensor cAMP luminescence, 1 h; Potency, µM (top dose mostly 115 µM), for inactives: at the top dose activation, most hits filed as activators; 410,000 compounds, 0.075% hits; further: potency means the concentration at half of the fitted maximal effect; nearly all actives have a fitted effect of over 55% in size; some results filed as inactive show a strong effect at the top dose; inactives centre near -15; many of its hits are not listed in these tables
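HEK-293-derived GP2 cells expressing PTHR1 and a GloSensor cAMP reporter, 3,000/well, plated overnight, given luciferin plus IBMX (each 0.5 mM as added) for 1 h at 37 °C, then compound for 1 h at 37 °C. Luminescence was read after 15 min at room temperature.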
KB-V1 MDR tox – kills drug-selected multidrug resistant KB-V1 cells; KB-V1 MDR cells viability, CellTiter-Glo, 72 h; Potency, µM (series often up to 46.1 µM), without a hit: top-dose activity change, negative = cytotoxicity, hits mostly cytotoxic; 400,000 compounds, 3.4% hits; AID 1347076; further: potency means the concentration at half of the fitted maximal effect; on the % scale 0 is the no-effect control and ±100 the full control effect; nearly all actives have a fitted effect of over 60% in size
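Following 72 h at 37 degrees C with compound, KB-V1 cell viability was read by CellTiter-Glo luminescence, medium being phenol-red-free DMEM plus 10% FBS; concentration-response parameters came from normalized, curve-fitted qHTS data.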
aSyn yeast inh – alpha-synuclein toxicity inhibition in yeast. Yeast expressing alpha-synuclein, growth rescue, BacTiter-Glo, 24 h. Potency, µM (doses to about 46.1 µM), without a hit: at the highest dose growth rescue (activation), most hits filed as activators. 370,000 compounds, 0.14% hits. AID 652106; further: potency means the concentration at half of the fitted maximal effect; % of control where 0% means no effect; nearly all actives have a fitted effect of over 65% in size
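Readout is rescue of growth in alpha-synuclein-expressing yeast, so inhibitors of toxicity appear as activators. Growth after 24 hr at 30 deg C in galactose medium is quantified by luminescence.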
DRD3 agonist – D3 dopamine receptor (human) agonism; AID 652048; D3R DiscoveRx beta-arrestin cells, luminescence, 90 min; 410,000 compounds, 0.58% hits; max activation, %; in the data active means max activation above about 30%; further: 0% is about no effect; mostly tested at two doses, the higher about 12 µM
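Agonist-mode cell screen: cells plated at 1500/well and incubated overnight at 37 °C, then exposed to library compounds for 90 min at 37 °C. Detection reagent was added for 30–60 min at room temperature, and luminescence was read.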
GLP-1R agonist – activates the human GLP-1 receptor. 380,000 compounds, 0.007% hits. Potency, µM (doses to about 45.6 µM), without a hit: top-dose activation, actives largely listed as activators. AID 624172. HEK293 GLP-1R CRE-luciferase, luminescence, 4-6 h; cells express a hypersensitive GLP-1R form. P43220; further: potency means the concentration at half of the fitted maximal effect; % of control where 0% means no effect
GLP1R cytotox – cytotoxicity in counter-screen for GLP-1R inverse agonists; HEK293 cAMP-luciferase reporter cells, luminescence, 24 h; Potency, µM (top dose mostly 38.3 µM), without a hit: top-dose activity change, negative = inhibition, most hits filed as inhibitors; 410,000 compounds, 0.13% hits; AID 624418;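 further: loss of luciferase light is scored as toxicity; potency means the concentration at half of the fitted maximal effect; on the % scale 0 is the no-effect control and ±100 the full control effect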
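Quantitative HTS format, 1536 wells, 200 cells/uL seeded. Compounds: 23 nL, 24 h, 37 °C. Detection: luciferase reagent, luminescence at 12 min RT; decreased signal taken as cytotoxic.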
The depositor's hits bear a star; i = inactive; ? = inconclusive; · = not tested or not shown; & = joins results of further samples; [ ] = another dose, or the depositor's remark. Unless noted, the call rests on the fitted dose curve; in most records, active means well fitted curve in the direction sought with a large enough effect; inconclusive means small, poorly fitted or top-dose-only effect, or another doubt; inactive means no such curve, though single readings can be large; an effect the other way counts as inactive or inconclusive. This is a subset; count on the stated rates, not on these rows.

SMILES	GLP1R inv ag	TDP43 rescue	DRD3 antagonist	PTHR1 ag	KB-V1 MDR tox	aSyn yeast inh	DRD3 agonist	GLP-1R agonist	GLP1R cytotox
CC(C)c1ccc(-c2nc(N3CCCC3)nc3n[nH]c(N)c23)cc1	9%	12%	7	-15%[57.5 µM]	-3%	-13%	4	6%	-21%
CCCOC(=O)c1ccc(Oc2cn[nH]c2-c2ccc(O)cc2O)cc1	?	29%	6	-7%	9%	-42%[inhibitor]	11	5%	4%
CN(CC(=O)Nc1ccccc1Cl)C1CCCCC1	-71%	-8%	1	-2%	-16%	-13%	-4	6%	-6%
Cc1ccc(SCc2cn3cc(Cl)ccc3n2)cc1	?	-8%	0	-4%	-10%	?	-11	26%	-17%
Cn1ccc(/C=N/N=C2/NC(=O)CS2)n1	5%	-2%	4	i	?	3%	13	3%	-4%
O=C(CN(C(=O)c1csnn1)c1ccc(Cl)cc1)NCc1ccc2c(c1)OCO2	-16%	-28%	3	?	?	-1%	2	3%	4%
CC1=CC(=O)N(c2ccn(C)n2)C1=O	27%	?	-11	-39%[inhibitor]	8%	9%	-6	6%	1%
O=C1C=C(NCCc2ccccc2)C2(CCCCC2)O1	-6%	-5%	0	-12%	-25%	-2%	-2	0%	-9%
COc1ccc(C2c3c(oc4ccccc4c3=O)C(=O)N2CC2CCCO2)cc1 (stereo not given)	1%	-2%	5	-23%[57.5 µM]	?	7%	2	-2%	-8%
O=S(=O)(c1ccc(Br)cc1)c1nc(-c2ccccc2)oc1NCCN1CCOCC1	12%	-5%	0	-17%	?	-6%	-14	7%	8%
O=C(Cn1c2ncccc2c(=O)n1-c1ccccc1)NCc1ccccc1	-15%	13µM*	·	i	·	·	5	·	-4%
COc1ccccc1NC(=S)N/N=C/c1ccc(O)cc1	?	?	-7	-28%	21µM*	-6%	2	7%	-9%
N#CC1=C(N)Oc2[nH]c(=S)[nH]c(=O)c2C12C(=O)Nc1ccccc12 (stereo not given)	0%	?	-17	i	0%	10%	0	4%	-2%
C=CCn1c(SCC(N)=O)nc(C)cc1=O	4%	11%	1	i	2%	2%	2	-7%	-9%
O=C1C=C(N2CCOCC2)c2cccc3cccc1c23	90%[activator]	-3%	-29	i	?	-9%	-15	-3%	-14%
O=C(C1COc2ccccc2O1)N1CCN(c2nc3ccc([N+](=O)[O-])cc3s2)CC1 (stereo not given)	-2%	?	10	-16%	-18%	-6%	-6	2%	5%
C1=C(c2ccccc2)Nc2ncnn2C1c1ccccc1 (stereo not given)	18%	20µM*	0	i	?	-3%	6	-2%	383%[activator]
COc1cccc(-c2cnc(NCc3cc(Cl)ccc3O)n2C)c1	?	-1%	-16	-57%[inhibitor]	-22%	-2%	-4	-8%	-2%
COC(CNC(=O)c1ccc(CS(=O)(=O)c2ccc(Br)cc2)o1)OC	12%	7%	-7	-11%	8%	-1%	2	-3%	-3%
Cc1ccc(Cl)cc1N1CCN(Cc2nc3c(c(=O)[nH]c(=O)n3C)n2CCc2ccccc2)CC1	11%	-2%	-25	-54%[inhibitor][57.5 µM]	-19%	-2%	2	-10%	12%

Complete entries, looked up by structure. Values in the order: GLP1R inv ag, TDP43 rescue, DRD3 antagonist, PTHR1 ag, KB-V1 MDR tox, aSyn yeast inh, DRD3 agonist, GLP-1R agonist, GLP1R cytotox
COc1ccccc1NC(=S)N/N=C/c1ccc(O)cc1 as listed: ?, ?, -7, -28%, 21µM*, -6%, 2, 7%, -9%
O=C1C=C(NCCc2ccccc2)C2(CCCCC2)O1 as listed: -6%, -5%, 0, -12%, -25%, -2%, -2, 0%, -9%

Following part:
SMILES	GLP1R inv ag	TDP43 rescue	DRD3 antagonist	PTHR1 ag	KB-V1 MDR tox	aSyn yeast inh	DRD3 agonist	GLP-1R agonist	GLP1R cytotox
CCOc1ccc(/C(O)=C2\C(=O)C(=O)N(c3ccc(OC)cc3)C2c2ccccc2[N+](=O)[O-])cc1 (stereo not given)	?	-25%	11	-36%[inhibitor]	5%	6%	8	-3%	1%
Cc1cccc(C(=O)NC(NC(=S)Nc2ccc(S(N)(=O)=O)cc2)C(Cl)(Cl)Cl)c1 (stereo not given)	?	-10%	-10	-23%	-6%	1%	8	-1%	-21%
COc1ccc(C(=O)N2CCC(C(=O)N3CCN(c4ccc(OC)cc4)CC3)CC2)cc1	-2%	0%	5	-16%	?	9%	2	0%	18%
COc1ccc(-c2cc(C(F)(F)F)n3nc(C(=O)NCC45CC6CC(CC(C6)C4)C5)cc3n2)cc1	5%	16%	·	i	-15%	1%	7	1%	7%
Cc1c(C(=O)NCc2ccco2)sc(=O)n1Cc1ccc(S(C)(=O)=O)cc1	7%	15%	17	-64%[inhibitor]	-13%	0%	1	-1%	-3%
O=C(Cc1cccs1)NCCc1csc(-c2ccccc2)n1	-39%	25%	8	i	-16%	7%	-6	2%	-8%
Cc1nc2ccccc2n1Cc1ccc(Cl)cc1	-24%	26%	?	-81%[inhibitor]	7.3µM*	15%	23&16	3%&-1%	-1%
COc1ccc(NC(=O)Cc2csc(NC(=O)Nc3ccccc3OC)n2)cc1	?	-11%	?	-43%	4%	-3%	-5	-4%	-21%
O=C(Nc1cccc(S(=O)(=O)C(F)F)c1)c1ccc(Cl)c(S(=O)(=O)N2CCOCC2)c1	0%	-20%	0	-25%	?	-3%	-12	-38%[inhibitor]	?
CC(=O)c1ccc(NC(=O)NC2CC(=O)N(c3ccc4c(c3)OCCO4)C2)cc1 (stereo not given)	20%	-17%	8	i	16%	-2%	5	8%	15%
CCOC(=O)c1cc(C)n(-n2cnnc2)c1C	-25%	-12%	25	-18%[57.5 µM]	0%	-7%	17	-11%	0%
O=C(O)c1ccc2c(c1)C(=O)N(CCc1c[nH]c3ccccc13)C2=O	48%[activator]	-18%	-23	i	32%	12%	5	-1%	4%
Cn1c(=O)c2cc3ccccc3nc2n(C)c1=O	26%	-25%	4	i	?	?	-1	5%	4%
CC1CCN(c2c(NCC3CCC(C(=O)N4CCCCC4)CC3)c(=O)c2=O)CC1 (stereo not given)	0%	21%	3	-20%	1%	9%	-7	-1%	6%
O=S1(=O)c2ccccc2N(Cc2ccc(Cl)cc2F)c2ccccc21	5%	?	·	-59%[inhibitor]	-13%	·	-15	·	3%
O=C(Nc1nnc(-c2cccs2)o1)c1cccc(C(F)(F)F)c1	?	7.1µM*	21	i	12%	3.2µM*	4	1%	?
CN(C)c1nc(SCc2ccc(Cl)cc2)nc2c1CCCC2	?	?	0	i	0%	-30%	-3	19%	4%
CN(C)c1ccc(/C=N/N2CCN(c3ccccn3)CC2)cc1	-4%	7%	14	-9%	-10%	-6%	2	4%	-3%
CCCN1CCN(C(=O)C2CCN(S(=O)(=O)c3ccc4c(c3)oc(=O)n4C)CC2)CC1	-6%	14%	-11	i	6%	0%	7	-2%	-14%
CC(=O)O/N=C/c1c(NCc2ccccc2)nc2c(C)cccn2c1=O	22%	0%	9	-15%	?	-7%	4	21%	-3%
C=CCN1CCN(C(=O)c2oc3ccccc3c2C)CC1	12%	-29%	-61*	9%	-16%	-1%	-11	8%	-4%
Clc1ccccc1C=NNc1ccccn1	2%	6%	9	-8%	-12%	3%	5	0%	?
CCC1CCCCN1CCCNC(=O)CN1C(=O)CSc2ccc(S(=O)(=O)N3CCC(C)CC3)cc21 (stereo not given)	?	-7%&-9%	-17	?	21%	-4%	-17&-14	8%	-3%&-5%
CC(C)(C)C(=O)NC(=C(Cl)Cl)P(=O)(O)O	7%	-18%	20	i	-4%	-10%	-2	6%	-1%
S=c1[nH]nc(-c2ccccn2)n1/N=C/c1cccs1	15%	7%	?	i	-3%	-3%	-4	0%	4%
Cc1cccc(C(=O)O/N=C(\N)c2ccccn2)c1	2µM*	13µM*	-7	-26%	5%	-24%	0	-3%	?
CC(=O)Nc1sc2c(c1C(c1ccc(Cl)cc1)N1CCOCC1)CCCC2 (stereo not given)	?	7%	-18	i	-16%	15%	3	6%	-22%
Cc1c(O)ccc(C(=O)CN2CCN(c3ccc(F)cc3)CC2)c1O	?	7%	-3	-31%[inhibitor]	7%	-1%	-8	-7%	-18%
CCc1nnc(NC(=O)CCN2C(=O)/C(=C/c3cc(OC)c(OC)c(OC)c3)SC2=S)s1	1%	-7%	7	i	-13%	-4%	0	3%	2%
O=C(CN1C(=O)CSc2ccc(S(=O)(=O)N3CCCCC3)cc21)NCc1ccccc1Cl	2.5µM*	2%	19	i	-4%	3%	-10	-4%	-18%
Cn1c(=O)c2c(nc(Oc3ccc(F)cc3)n2Cc2ccc(F)cc2)n(C)c1=O	7%	23%	·	i	?	-10%	-22	-8%	-18%
O=C(O)COc1ccccc1C=NNC(=O)c1ccc(NS(=O)(=O)c2cccs2)cc1	3%	12%	-11	i	-2%	-9%	2	-28%	-10%
CCOc1cc(-c2nc3n(c(=O)c2C#N)CCS3)ccc1O	17%	3%	-8	i	7%	2%	-2	1%	1%
COc1ccc2nc(Nc3nc4cc5c(cc4s3)OCCO5)sc2c1	26%	15%	0	i	0%	14%	6	17%	-12%
CC(C)c1ccc2c(c1)[C@H]1OCC[C@H]1[C@@H](c1cccs1)N2	?	23%	-1	-13%	2.3µM*	-13%	4	-1%	-13%
CCC(C(=O)Nc1ncc(C)s1)c1ccccc1 (stereo not given)	?	-17%[0.397 µM]	1	-30%[inhibitor]	-14%	0%	2	9%	-3%
COCCCNC(=O)CC(NCCCOC)C(=O)O (stereo not given)	12%	-6%	20	i	0%	-1%	-1	0%	26%
CC(C)NC(=O)C1(C)CCN1Cc1ccc(-c2ccccc2)cc1 (stereo not given)	?	24%	0	-42%[inhibitor]	-1%	3%	0	6%	7%

Screens: PubChem, National Center for Advancing Translational Sciences (NCATS)
